Screening data as filed in PubChem BioAssay.
Autophagy HCS: alters autophagy in cells. MEF GFP-LC3 puncta imaging; test concentration mostly 10 µM. AID 463193. 0.98% of 190,000 active. calls only at 10 µM (by protocol);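 active = percentage of spot-positive cells more than 3 SD above its plate mean, without a fluorescence outlier flag or 80% toxicity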;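 also: spot-positive cell cutoff set from DMSO-treated cells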
NTR1 ag: agonists of NTR1, primary screen, imaging, U2OS cells, beta-arrestin-GFP, high content (AID 493036) | P30989 | NTR1-U2OS beta-arrestin-GFP spot imaging, agonist mode | activation, % at 20 µM | 0.17% of 330,000 active;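 active = activation at or above 40% of the spot to cytoplasm intensity ratio, with at least 20 cells analyzed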;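 also: 0% = DMSO without peptide and 100% = 100 nM NTR1 peptide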
Target sequence (P30989 whole entry, looked up): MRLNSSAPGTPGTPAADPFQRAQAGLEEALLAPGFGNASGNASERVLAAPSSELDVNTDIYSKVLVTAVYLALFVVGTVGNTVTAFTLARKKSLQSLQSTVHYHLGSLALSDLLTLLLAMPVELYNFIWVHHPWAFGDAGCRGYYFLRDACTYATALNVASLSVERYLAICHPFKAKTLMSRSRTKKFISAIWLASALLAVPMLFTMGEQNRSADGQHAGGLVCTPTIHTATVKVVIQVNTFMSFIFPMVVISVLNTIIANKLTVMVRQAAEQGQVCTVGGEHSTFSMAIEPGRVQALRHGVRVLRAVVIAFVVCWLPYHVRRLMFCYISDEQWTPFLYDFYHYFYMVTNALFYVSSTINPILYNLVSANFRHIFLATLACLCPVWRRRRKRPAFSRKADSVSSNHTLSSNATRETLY
WT yeast gro inh: growth inhibition of WT yeast, mitochondrial fusion screen. mitochondrial fusion phenotypic screen, WT strain. inhibition, % at 10 µM. 2.1% of 190,000 active. AID 1362; in the data active = inhibition above about 58%; tested in S. cerevisiae
LYP phosphatase: PTPN22 lymphoid phosphatase activity blockers – biochemical, fluorescence intensity, uHTS (AID 1779); recombinant LYP phosphatase, fluorescence intensity; higher % means a stronger effect; inhibition, % at 11.5 µM; hits with a dose series show IC50 in µM; 0.054% of 290,000 active; in the data active = inhibition above about 50%;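 also: plate controls were vehicle with enzyme for no effect and no enzyme for full effect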
RSV CPE inhibition: RSV antiviral activity via CPE protection, HEp-2 cells, primary 10 µM value included (AID 2391) | HEp-2 cells, RSV-induced CPE inhibition; higher % means a stronger effect | one-dose CPE inhibition, % at 10 µM; IC50 in µM for titrated hits | 0.13% of 310,000 active; in the data active = a potency from the dose series; also: strong numbers were not always called active
K1F lysis inhibition: protection from phage-mediated lysis, alamar blue read-out – E. coli UTI89, K1F phage, bacterial capsule biogenesis inhibitors (AID 488966). E. coli UTI89 K1F phage lysis, alamar blue, 2 h; higher % means a stronger effect. inhibition, % at 100 µM, or IC50 in µM where a hit was titrated. 0.02% of 340,000 active;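 active = phage lysis inhibition, versus mean bacterial control, above a set limit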;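 also: capsule biogenesis inhibitors block K1F phage lysis so surviving cells raise fluorescence; higher fluorescence means more inhibition of phage lysis; actives were called in the ten point dose series up to 300 µM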
NS5 inhibitors: Dengue-2 NS5 methyltransferase inhibitors, primary screen, biochemical, confirmation dose response (AID 588689) | Dengue-2 NS5 methyltransferase capping enzyme assay, biochemical; higher % means a stronger effect | inhibition, % at 25 µM, or IC50 in µM where a hit was titrated | 0.3% of 340,000 active; in the data active = a potency from the dose series
GPR35 arrestin U2OS: GPR35 antagonists blocking zaprinast-driven arrestin recruitment, primary screen, imaging, U2OS, beta-arrestin-GFP, zaprinast agonist (AID 2058); U2OS GPR35 beta-arrestin-GFP translocation imaging, zaprinast antagonism; higher % means a stronger effect; inhibition, % at 10 µM; hits with a dose series show IC50 in µM; 0.052% of 290,000 active;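 active = inhibition of at least 50% with at least 30 cells and total cytoplasm GFP at most 10,000,000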
AID2073: inhibitors of Mint1-CaV2.2 protein interaction, biochemical, HTRF (AID 2073); HTRF protein-protein interaction, Mint1-CaV2.2; higher % means a stronger effect; inhibition, % at 20 µM, or IC50 in µM where a hit was titrated; 0.19% of 290,000 active; in the data active = inhibition mostly above about 51%, no sharp cut-off; also: some results filed as inactive read as strong as hits
WT yeast gro inh mutant strain: second read-out of WT yeast gro inh, no call of its own (marks repeat the call); inhibition, %; mitochondrial fusion phenotypic screen, mutant strain inhibition
Autophagy HCS cell loss 18 h: further read-out of Autophagy HCS, marked with its call; toxicity, %; measured here: cell loss, nuclei count;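 cell loss after 18 h compound exposure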
NTR1 ag cell count 20 µM: also measured in NTR1 ag; calls as there; cell count; measured here: cell count, cytotoxicity flag
NS5 inhibitors pilot replicate: second read-out of NS5 inhibitors, no call of its own (marks repeat the call); inhibition, %; measured here: pilot screen replicate inhibition
* hit, by the source's call; [ ] = another dose, or the depositor's remark.

For CCCOC(=O)Nc1ccc(N2CCCCC2)cc1 the results were Autophagy HCS inactive, NTR1 ag -0.6, WT yeast gro inh 1, LYP phosphatase -8%, RSV CPE inhibition 1.6%, K1F lysis inhibition 0.7%, NS5 inhibitors -5%, GPR35 arrestin U2OS 3%, AID2073 -6%, WT yeast gro inh mutant strain -1, Autophagy HCS cell loss 18 h 6, NTR1 ag cell count 20 µM 82 and NS5 inhibitors pilot replicate -3.9.
Cc1cc(C)cc(NC(=O)CNC(c2ccccc2)c2ccccc2)c1 was read as NTR1 ag 6.1, LYP phosphatase -5%, RSV CPE inhibition 6.5%, K1F lysis inhibition -0.1%, NS5 inhibitors -11%, GPR35 arrestin U2OS 14%, AID2073 4% and NTR1 ag cell count 20 µM 49.
Screening O=C(Nc1nc(-c2ccc(F)c(F)c2)cs1)c1cc([N+](=O)[O-])ccc1N1CCOCC1 returned Autophagy HCS inactive, NTR1 ag 6.3, WT yeast gro inh 9, LYP phosphatase -3%, RSV CPE inhibition 1.2%, K1F lysis inhibition 1.1%, NS5 inhibitors -3%, GPR35 arrestin U2OS -7%, AID2073 4%, WT yeast gro inh mutant strain -1, Autophagy HCS cell loss 18 h 6 and NTR1 ag cell count 20 µM 35.
For CC(=O)N1CCN(CCN(CC2C(C)C=C(C)CC2C)C(C)=O)CC1 (stereo not given) the results were NTR1 ag 1.2, WT yeast gro inh -8, LYP phosphatase -6%, RSV CPE inhibition 0.8%, K1F lysis inhibition 9.6%, NS5 inhibitors -4%, GPR35 arrestin U2OS 3%, AID2073 -1%, WT yeast gro inh mutant strain -5 and NTR1 ag cell count 20 µM 63.
`CCOC(=O)c1ccccc1NS(=O)(=O)c1ccc(OCC)cc1` gave Autophagy HCS active, NTR1 ag 0.3, WT yeast gro inh 45, LYP phosphatase 2%, RSV CPE inhibition 3.5%, K1F lysis inhibition 5.6%, NS5 inhibitors -6%, GPR35 arrestin U2OS -22%, AID2073 1%, WT yeast gro inh mutant strain 9, Autophagy HCS cell loss 18 h 44* and NTR1 ag cell count 20 µM 46.
For CC[C@@]12C(=O)N(c3ccc(C)cc3)C(=O)N1[C@H](c1ccc(OC)cc1)[C@@H]1C(=O)N(C(C)(C)C)C(=O)[C@@H]12 the results were NTR1 ag -0.4, LYP phosphatase -10%, RSV CPE inhibition 2.6%, K1F lysis inhibition 0.6%, NS5 inhibitors -2%, GPR35 arrestin U2OS 0%, AID2073 -4% and NTR1 ag cell count 20 µM 71.
O=C(C1CCN(S(=O)(=O)c2ccccc2)CC1)N(CCc1ccccc1)Cc1ccco1 was read as Autophagy HCS inactive, NTR1 ag -2.6, WT yeast gro inh 1, LYP phosphatase -1%, RSV CPE inhibition 4.7%, K1F lysis inhibition 9.2%, NS5 inhibitors -5%, GPR35 arrestin U2OS 0%, AID2073 -3%, WT yeast gro inh mutant strain -3, Autophagy HCS cell loss 18 h -9 and NTR1 ag cell count 20 µM 98.
For COC(=O)c1cc(Br)c(=O)n(CCN2CCCCC2)c1 the results were Autophagy HCS inactive, NTR1 ag 1.0, WT yeast gro inh -13, LYP phosphatase -8%, RSV CPE inhibition 0.3%, K1F lysis inhibition -0.1%, NS5 inhibitors 17%, GPR35 arrestin U2OS 17%, AID2073 -2%, WT yeast gro inh mutant strain -34, Autophagy HCS cell loss 18 h 0 and NTR1 ag cell count 20 µM 41.
For CSc1nnc(NC(=O)c2ccc(S(=O)(=O)N(C)C)cc2)s1 the results were Autophagy HCS inactive, NTR1 ag -0.6, WT yeast gro inh 0, LYP phosphatase -1%, RSV CPE inhibition 1.3%, K1F lysis inhibition 0.0%, NS5 inhibitors -1%, GPR35 arrestin U2OS 13%, AID2073 12%, WT yeast gro inh mutant strain -3, Autophagy HCS cell loss 18 h -7 and NTR1 ag cell count 20 µM 83.
For CC(C)N1C(=S)SC(C)(C)C1n1oc(=O)n(-c2ccc(Cl)c(Cl)c2)c1=O (stereo not given) the results were Autophagy HCS inactive, NTR1 ag -1.0, WT yeast gro inh 76*, LYP phosphatase 0%, RSV CPE inhibition 0.4%, K1F lysis inhibition -0.2%, NS5 inhibitors -2%, GPR35 arrestin U2OS -8%, AID2073 -9%, WT yeast gro inh mutant strain 20*, Autophagy HCS cell loss 18 h -4 and NTR1 ag cell count 20 µM 75.
`CN(C)CCCNC(=O)c1cc(Br)ccc1O` gave NTR1 ag 1.2, LYP phosphatase -8%, RSV CPE inhibition -0.6%, GPR35 arrestin U2OS -1%, AID2073 -8% and NTR1 ag cell count 20 µM 55.
`O=C(Nc1ccc([N+](=O)[O-])cc1)c1ccc(S(=O)(=O)N2CCCC2)cc1` gave NTR1 ag 0.8, LYP phosphatase -1%, RSV CPE inhibition 1.2%, K1F lysis inhibition 0.3%, NS5 inhibitors -5%, GPR35 arrestin U2OS -9%, AID2073 -6% and NTR1 ag cell count 20 µM 41.

Three compounds out of the list, ordered by molecular weight, smallest number first.
For COC(=O)c1cc(Br)c(=O)n(CCN2CCCCC2)c1 the results were Autophagy HCS inactive, NTR1 ag 1.0, WT yeast gro inh -13, LYP phosphatase -8%, RSV CPE inhibition 0.3%, K1F lysis inhibition -0.1%, NS5 inhibitors 17%, GPR35 arrestin U2OS 17%, AID2073 -2%, WT yeast gro inh mutant strain -34, Autophagy HCS cell loss 18 h 0 and NTR1 ag cell count 20 µM 41.
`CCOC(=O)c1ccccc1NS(=O)(=O)c1ccc(OCC)cc1` gave Autophagy HCS active, NTR1 ag 0.3, WT yeast gro inh 45, LYP phosphatase 2%, RSV CPE inhibition 3.5%, K1F lysis inhibition 5.6%, NS5 inhibitors -6%, GPR35 arrestin U2OS -22%, AID2073 1%, WT yeast gro inh mutant strain 9, Autophagy HCS cell loss 18 h 44* and NTR1 ag cell count 20 µM 46.
For CC[C@@]12C(=O)N(c3ccc(C)cc3)C(=O)N1[C@H](c1ccc(OC)cc1)[C@@H]1C(=O)N(C(C)(C)C)C(=O)[C@@H]12 the results were NTR1 ag -0.4, LYP phosphatase -10%, RSV CPE inhibition 2.6%, K1F lysis inhibition 0.6%, NS5 inhibitors -2%, GPR35 arrestin U2OS 0%, AID2073 -4% and NTR1 ag cell count 20 µM 71.

Continued.
O=C(COc1cccc(C(F)(F)F)c1)NCC(c1cccs1)N1CCOCC1 (stereo not given) was read as NTR1 ag 0.0, RSV CPE inhibition 0.3%, K1F lysis inhibition 0.5%[50 µM], NS5 inhibitors -2% and NTR1 ag cell count 20 µM 81.
For Nc1ccc(C(=O)N2N=C(c3ccccc3)CC2(O)C(F)(F)F)cc1 (stereo not given) the results were NTR1 ag 2.9, LYP phosphatase 1%, RSV CPE inhibition 2.2%, K1F lysis inhibition -0.2%[50 µM], NS5 inhibitors -4%, GPR35 arrestin U2OS 6%, AID2073 0% and NTR1 ag cell count 20 µM 97.
For Cc1ccc(NC(=O)CCNS(=O)(=O)c2cccs2)cc1F the results were NTR1 ag -0.1, LYP phosphatase -7%, RSV CPE inhibition 0.2%, K1F lysis inhibition -0.2%, NS5 inhibitors 2%, GPR35 arrestin U2OS -7%, AID2073 -8% and NTR1 ag cell count 20 µM 52.
`COc1ccccc1NC(=O)CCC(=O)Nc1ccccc1OC` gave Autophagy HCS inactive, NTR1 ag 0.3, WT yeast gro inh -16, LYP phosphatase 1%, RSV CPE inhibition 1.8%, K1F lysis inhibition 0.1%, NS5 inhibitors 2%, GPR35 arrestin U2OS 7%, AID2073 -2%, WT yeast gro inh mutant strain -28, Autophagy HCS cell loss 18 h 0 and NTR1 ag cell count 20 µM 60.
Screening CS(=O)(=O)c1ccc(C(=O)NNC(=O)c2ccccc2-n2cccc2)cc1 returned NTR1 ag 3.8, RSV CPE inhibition 1.7%, K1F lysis inhibition 0.8%[50 µM], NS5 inhibitors -5% and NTR1 ag cell count 20 µM 46.
For COc1cccc2cc(C(C)N(CCCN3CCOCC3)C(=S)Nc3ccc(C)cc3)oc12 (stereo not given) the results were Autophagy HCS inactive, NTR1 ag 3.3, WT yeast gro inh 18, LYP phosphatase -6%, RSV CPE inhibition 6.4%, K1F lysis inhibition 0.5%, NS5 inhibitors -2%, GPR35 arrestin U2OS 15%, AID2073 -22%, WT yeast gro inh mutant strain 1, Autophagy HCS cell loss 18 h 5 and NTR1 ag cell count 20 µM 54.
Nc1nc(SCC(=O)Nc2ccccc2Sc2ccc(Cl)cc2)n[nH]1 was read as Autophagy HCS inactive, NTR1 ag -1.4, WT yeast gro inh -2, LYP phosphatase -8%, RSV CPE inhibition 3.6%, K1F lysis inhibition 0.6%, NS5 inhibitors -8%, GPR35 arrestin U2OS 0%, AID2073 -2%, WT yeast gro inh mutant strain -25, Autophagy HCS cell loss 18 h 3 and NTR1 ag cell count 20 µM 81.
`O=C1CN(O)C=C2N=c3ccccc3=C2N1c1ccc([N+](=O)[O-])cc1` gave Autophagy HCS inactive, NTR1 ag -1.2, WT yeast gro inh -24, LYP phosphatase 0%, RSV CPE inhibition 2.0%, K1F lysis inhibition 0.4%, NS5 inhibitors -14%, GPR35 arrestin U2OS 2%, AID2073 2%, WT yeast gro inh mutant strain -17, Autophagy HCS cell loss 18 h 1 and NTR1 ag cell count 20 µM 34.
For COc1ccc(/C=N/Nc2ccccc2C(=O)O)cc1Cn1cc([N+](=O)[O-])cn1 the results were NTR1 ag 1.6, LYP phosphatase -2%, RSV CPE inhibition 2.8%, K1F lysis inhibition -0.5%, NS5 inhibitors 15%, GPR35 arrestin U2OS 12%, AID2073 -4% and NTR1 ag cell count 20 µM 65.
Screening Cc1ccccc1COC(=O)CNC(=O)c1sc2ccccc2c1Cl returned NTR1 ag -1.6, RSV CPE inhibition -2.2%, K1F lysis inhibition 0.7%[50 µM], NS5 inhibitors -1% and NTR1 ag cell count 20 µM 53.
Screening COc1ccc(N2CCN(S(=O)(=O)c3ccc(-c4cnc(C5CC5)o4)cc3)CC2)cc1 returned NTR1 ag 1.2, LYP phosphatase -3%, RSV CPE inhibition 5.9%, K1F lysis inhibition 0.3%, NS5 inhibitors 3%, GPR35 arrestin U2OS 11%, AID2073 40% and NTR1 ag cell count 20 µM 65.
`O=C1Nc2ccc([N+](=O)[O-])cc2C1(O)N1CCCCC1` (stereo not given) gave Autophagy HCS inactive, NTR1 ag 1.2, WT yeast gro inh 17, LYP phosphatase -5%, RSV CPE inhibition -0.1%, K1F lysis inhibition 1.8%, NS5 inhibitors 0%, GPR35 arrestin U2OS -2%, AID2073 0%, WT yeast gro inh mutant strain 27, Autophagy HCS cell loss 18 h -20 and NTR1 ag cell count 20 µM 40.
FC(F)C(F)(F)c1cc(-c2ccccc2)n[nH]1 was read as NTR1 ag 0.6, LYP phosphatase -4%, RSV CPE inhibition 5.0%, K1F lysis inhibition -0.1%, NS5 inhibitors 8%, GPR35 arrestin U2OS -7%, AID2073 8% and NTR1 ag cell count 20 µM 59.
